Compound activity (PubChem BioAssay)
TRHR agonist = agonists of human TRH receptor; activation, % at 2 µM; TRHR cells, calcium flux fluo-8, FDSS agonist mode; hit rate 0.18% among 360,000; also: 0% is about no effect
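Fluo-8-loaded TRHR cells; 10 s baseline, compound added, kinetic Ca2+ fluorescence read 1/s, agonist mode.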
RXFP1 antagonist = antagonists of human relaxin receptor RXFP1. AID 1259400. activity change, negative = inhibition, % at 57.5 µM. hit rate 0.59% among 350,000. Q9HBX9. HEK293-RXFP1, relaxin-stimulated cAMP HTRF, 30 min; hits give low values;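 active = activity change of -60% or lower, but not beyond a set lower limit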; also: % is scaled to controls: 0 for no effect and ±100 for the full control effect
D2 agonist = D2 dopamine receptor (human) agonism. hit rate 0.53% among 340,000. HEK293 T-REx D2 cells, calcium flux agonist mode. activation, % at 2 µM. P14416;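 active = activation over 3 SD above normal in the single-dose calcium agonist read, cut at about 30% in these data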; also: 0% is about no effect
Target sequence (P14416 whole entry, looked up): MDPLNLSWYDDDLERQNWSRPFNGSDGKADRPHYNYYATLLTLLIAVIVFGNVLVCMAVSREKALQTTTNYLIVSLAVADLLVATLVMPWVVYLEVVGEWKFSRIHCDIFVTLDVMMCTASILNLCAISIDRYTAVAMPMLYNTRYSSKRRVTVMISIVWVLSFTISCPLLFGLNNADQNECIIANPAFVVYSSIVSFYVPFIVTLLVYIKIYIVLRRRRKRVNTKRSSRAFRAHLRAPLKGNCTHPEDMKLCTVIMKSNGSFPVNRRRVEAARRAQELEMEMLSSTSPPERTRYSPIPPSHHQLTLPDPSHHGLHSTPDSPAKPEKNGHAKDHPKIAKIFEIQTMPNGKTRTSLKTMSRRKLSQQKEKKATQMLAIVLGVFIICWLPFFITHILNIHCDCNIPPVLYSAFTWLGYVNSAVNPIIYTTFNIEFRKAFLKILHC
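HEK293 Trex D2 cells, tetracycline-induced, o/n 30 C 5% CO2; no-wash Ca dye, RT 30–90 min; 10-cycle baseline, 23 nl cpd added, kinetic Ca read 180 s; agonist hits = positive Ca response.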
TRHR enhancer = allosterically enhances the human TRH receptor. TRHR cells, fluo-8 calcium fluorescence, EC20 TRH enhancement. hit rate 0.66% among 360,000. AID 493056. P34981. enhancement, % at 2 µM; in the data active = enhancement above about 30%; also: 0% is about no effect
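TRHR-expressing cells loaded with fluo-8 calcium dye were read kinetically (ex 480/em 530) during compound addition, then stimulated with an EC20 of TRH (10 nM final). Enhancement of the Gq-mediated intracellular calcium response was scored.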
D1 ag = human D1 receptor agonism | P21728 | HEK293 T-REx D1 cells, calcium flux, agonist mode | activation, % at 2 µM | hit rate 1% among 360,000; also: 0% is about no effect
Target sequence (P21728 whole entry, looked up): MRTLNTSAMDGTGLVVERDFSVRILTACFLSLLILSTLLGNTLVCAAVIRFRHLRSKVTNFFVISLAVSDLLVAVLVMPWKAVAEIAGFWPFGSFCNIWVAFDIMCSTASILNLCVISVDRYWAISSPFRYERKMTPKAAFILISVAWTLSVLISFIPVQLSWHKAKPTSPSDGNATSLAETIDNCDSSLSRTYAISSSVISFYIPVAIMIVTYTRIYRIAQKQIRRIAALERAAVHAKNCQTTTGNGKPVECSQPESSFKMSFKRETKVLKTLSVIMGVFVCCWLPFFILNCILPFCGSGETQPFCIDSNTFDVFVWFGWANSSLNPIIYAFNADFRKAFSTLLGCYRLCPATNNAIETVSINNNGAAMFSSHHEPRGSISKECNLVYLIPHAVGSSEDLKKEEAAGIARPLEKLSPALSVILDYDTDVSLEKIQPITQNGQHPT
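Inducible HEK293 T-REx D1 cells, force-coupled to calcium signalling, were plated at 4000 cells/well with tetracycline and held overnight at 30 C. After no-wash calcium dye loading, compound-evoked calcium rise over 180 s flagged agonists.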
D2 PAM = positive allosteric modulators of human D2 dopamine receptor; HEK293 T-REx D2, calcium flux, EC20 dopamine potentiation; potentiation, % at 10 µM; hit rate 0.34% among 340,000; P14416; AID 485347;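 active = potentiation over 3 SD above the plate norm, cut at about 30% in these data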; also: 0% is about no effect
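Calcium flux readout, no-wash dye, 1 read/s. Inducible HEK293 Trex D2 line, overnight 30 C. Compound alone 180 s (agonist flags), then EC20 dopamine, another 180 s to score potentiation.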
D1 PAM = potentiators of human D1 dopamine receptor. HEK293 TREx D1 cells, calcium flux, dopamine EC20 potentiation. potentiation, % at 10 µM. hit rate 0.036% among 360,000. AID 504651; in the data active = potentiation above about 30%; also: 0% is about no effect
D1 antag = human D1 dopamine receptor antagonism. activity change, negative = inhibition, % at 10 µM. P21728. hit rate 3.2% among 360,000. HEK293 TREx D1 cells, calcium flux, dopamine EC80; hits give low values. AID 504652; in the data active = activity change below about -30%; also: % is scaled to controls: 0 for no effect and ±100 for the full control effect
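HEK293 T-REx cells expressing inducible, force-coupled D1 receptor; no-wash Ca dye, 30–90 min RT. Cmpd → 180 s read at 1 Hz → EC80 DA → 180 s read.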
D2 antag = antagonizes the human D2 dopamine receptor; hit rate 2% among 340,000; HEK293 TREx D2 cells, calcium flux, dopamine EC80; inhibition, % at 10 µM; AID 485344; P14416; in the data active = inhibition above about 30%; also: 0% is about no effect
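HEK293 T-REx D2 cells, tet-induced, calcium dye no-wash. Cpd pintool add, 180 s kinetic, then EC80 DA, 180 s kinetic. Ca flux read.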
Active calls of the source: *; x = no result given. Rule as the data show it, unless noted: active = activation above about 30%; inactive = the rest. This is a random part of the collection. Share with any hit: about 7.3%.

SMILES | TRHR agonist | RXFP1 antagonist | D2 agonist | TRHR enhancer | D1 ag | D2 PAM | D1 PAM | D1 antag | D2 antag
Clc1cccc(CON/C=N/c2ncnc3sccc23)c1 | 0.6 | 5 | 1.0 | -10 | 23 | -5 | -6 | -12 | 3
Cc1cc(OC(=O)N2CCCCC2)cc(C)c1Cl | -0.5 | -17 | 0.5 | 2 | 1 | 11 | -5 | 9 | -9
COC(=O)c1oc2ccc(Br)cc2c1NC(=O)CCN1CCOCC1 | -0.5 | 8 | x | 18 | 0 | x | -3 | -4 | x
Cc1ccc(-c2nc(SCC(=O)N(C)c3c(N)n(Cc4ccccc4)c(=O)[nH]c3=O)n[nH]2)cc1 | 0.3 | 5 | 0.2 | 12 | 1 | 3 | 8 | -6 | 12
CN(c1ncc(C(F)(F)F)cc1Cl)N1C(=O)C2ONC3(C(=O)CC(C)(C)CC3=O)C2C1=O (stereo not drawn) | -1.0 | -19 | 0.2 | 2 | 3 | -8 | -4 | 7 | 7
CC(C(=O)Nc1cccc([N+](=O)[O-])c1)n1nnc2ccccc21 (stereo not drawn) | 0.6 | -6 | 0.2 | -3 | 11 | -10 | -7 | 0 | -14
O=c1oc2ccccc2cc1-c1cn2cc(Cc3ccc(Br)cc3)sc2n1 | 0.9 | x | 0.4 | -8 | 45* | 7 | 2 | 22 | x
C/C=C/CSc1nc2c(c(=O)[nH]c(=O)n2C)n1Cc1ccc(C)cc1 | 0.4 | 9 | 0.0 | -2 | -1 | 4 | 9 | 9 | -13
O=C(Nc1ccc(F)cc1)N1CCN(C(=O)C2CCCO2)CC1 (stereo not drawn) | 0.1 | -3 | 0.2 | -3 | 5 | -9 | -6 | -5 | 2
COc1ccc(C(=O)N(Cc2ccco2)C(C(=O)NC2CCCC2)c2ccc(O)cc2)cc1OC (stereo not drawn) | 0.0 | -2 | -1.7 | -2 | 7 | 0 | 10 | -7 | -2

Continued; the last two above are carried over.
SMILES | TRHR agonist | RXFP1 antagonist | D2 agonist | TRHR enhancer | D1 ag | D2 PAM | D1 PAM | D1 antag | D2 antag
O=C(Nc1ccc(F)cc1)N1CCN(C(=O)C2CCCO2)CC1 (stereo not drawn) | 0.1 | -3 | 0.2 | -3 | 5 | -9 | -6 | -5 | 2
COc1ccc(C(=O)N(Cc2ccco2)C(C(=O)NC2CCCC2)c2ccc(O)cc2)cc1OC (stereo not drawn) | 0.0 | -2 | -1.7 | -2 | 7 | 0 | 10 | -7 | -2
CCC(C)C(NC(=O)c1ccccc1NC(=O)c1ccco1)C(=O)O (stereo not drawn) | 0.0 | 29 | 0.5 | 7 | 2 | 7 | -2 | -15 | -3
CC1(C)CC(=O)C(C=NCc2ccccn2)=C(O)C1 | 0.6 | 19 | 0.4 | 11 | 3 | 2 | -4 | -6 | 2
CCCCOC(=O)c1ccc(NC(=O)c2cnc3ccc(C)cn3c2=O)cc1 | 0.2 | -3 | 0.6 | 1 | 0 | 20 | -4 | -1 | x
CCOc1ccc(CCNC(=O)COC(=O)c2cccc(S(=O)(=O)N3CCOCC3)c2)cc1OCC | -1.6 | -4 | -2.7 | 7 | 3 | 15 | 6 | -4 | -6
CC(C)CCNC(=O)NC(=O)CSc1ncccn1 | 0.9 | -3 | -0.4 | 25 | 1 | 7 | 1 | 15 | -6
Cc1ccsc1/C=N/NC(=O)CC(=O)NCC(C)C | -0.4 | 1 | 0.2 | -7 | 0 | -1 | -6 | -2 | -12
COc1ccc(-c2cc(-c3nnc(COC(=O)C4CC4)o3)c3ccccc3n2)cc1OC | 0.2 | 5 | 1.7 | 4 | 2 | 14 | -2 | 0 | -4
Cc1cc(C)cc(N2CCCC2=O)c1 | 0.0 | 24 | -0.1 | 1 | 1 | 5 | -6 | 24 | 1
Cc1sc2nc(SCCO)n(-c3ccccc3)c(=O)c2c1C | -0.1 | 3 | 0.2 | -4 | -2 | 9 | -2 | -27 | -7
COc1cc(/C=C2\COC/C(=C\c3ccc(O)c(OC)c3)C2=O)ccc1O | 1.5 | -39 | 0.3 | 3 | 12 | 7 | 2 | -9 | 7
Cc1ccc(NC(=O)Cn2c(=O)n(CCCCC(=O)NCc3ccccc3Cl)c(=O)c3ccccc32)cc1C | -0.5 | x | 0.0 | -17 | 5 | -8 | -1 | -11 | x
O=C(OC1CCOC1=O)c1cccc(S(=O)(=O)Nc2ccc(F)cc2)c1 (stereo not drawn) | 0.1 | -2 | -0.1 | 2 | 3 | -2 | 0 | 12 | 2
Cc1ccc(-n2c(SCC(=O)NCC3CCCO3)nc3n[nH]c(C)c3c2=N)cc1Cl (stereo not drawn) | -1.9 | -17 | -0.8 | 5 | 3 | 0 | -5 | 0 | 5
CCOC(=O)C1=C(C)Nc2nnnn2C1c1ccc(OC)c(Br)c1 (stereo not drawn) | -0.7 | 0 | -1.0 | 7 | 1 | 2 | 0 | -11 | -16
Cc1ccc(OCCCC(=O)Nc2ccc(Cl)c(S(=O)(=O)N3CCOCC3)c2)cc1 | 0.5 | -4 | -0.6 | -7 | 14 | -14 | -6 | -1 | -7
Cc1ccc(C(=O)N/N=C\c2sccc2C)cn1 | 0.1 | -1 | 2.0 | -3 | 3 | -3 | -2 | -27 | 9
CCOC(=O)CNS(=O)(=O)c1ccc2c3c(cccc13)C(=O)N2CC | -0.2 | 7 | x | -6 | 2 | x | -2 | -1 | x
CCOc1ccc(CCNC(=O)COc2cc(=O)n(C)c3ccccc23)cc1OCC | 0.3 | 9 | 0.0 | 1 | 1 | 5 | 5 | 0 | 15
CCN(CCNC(=O)CC1Oc2ccccc2NC1=O)c1ccccc1 (stereo not drawn) | 0.3 | x | 0.4 | 3 | 2 | -1 | x | 0 | 1
Cn1ccc(C(=O)Nc2ccc(Br)cc2Br)n1 | -0.3 | -3 | -2.9 | -2 | 1 | -1 | -16 | -43* | 1
CCOc1ccc(CN2CCC(C(=O)N3CCN(c4ccccc4F)CC3)CC2)cc1OC | 0.0 | -6 | 1.8 | 3 | 6 | -3 | -3 | -2 | -15
CN1CSC2=C(C#N)C(c3cccc(OCc4ccccc4)c3)CC(=O)N2C1 (stereo not drawn) | 0.2 | -10 | -0.4 | -2 | 4 | -23 | 3 | 2 | 3
NC(=S)N/N=C\c1ccc(-c2cccc(Cl)c2Cl)o1 | -0.1 | -28 | -0.2 | -3 | 6 | -8 | -7 | -9 | -3
COc1cccc(Nc2nc3ccccc3n2C(C)C)c1 | -1.3 | 2 | -2.1 | 10 | 10 | -6 | -7 | -5 | -7
CCCCn1c(=O)[nH]c(=O)c2c1nc(-c1ccc(OCCC)c(OCC)c1)n2C | 0.1 | 17 | 1.4 | -1 | 2 | -9 | 0 | -1 | -2
CCN1CCN(c2nc3c(C)cccn3c(=O)c2/C=C(\C#N)S(=O)(=O)c2ccc(C)cc2)CC1 | 0.8 | -6 | 4.0 | -3 | 7 | -11 | -6 | -3 | -4
NC(=O)COc1ccc(C(=O)NCC2(N3CCOCC3)CCCCC2)cc1 | -0.1 | -4 | -0.4 | 0 | 0 | 12 | 0 | -32* | -12
Cn1c(=Nc2ccccc2)sc2ccccc21 | -0.9 | 3 | 0.4 | 1 | 2 | -8 | -2 | x | -12
Nc1nccnc1C(=O)OCC(=O)Nc1ccc2[nH]c(=O)[nH]c2c1 | 0.2 | 3 | 0.4 | 4 | 1 | 2 | 4 | 0 | 3
COc1ccc(S(=O)(=O)N2CCC(C(=O)NCc3cccnc3)CC2)cc1C | -0.4 | -1 | 0.1 | 27 | 0 | 3 | -1 | -6 | -26
CN(C)CCNC(=O)c1cc2ccccc2oc1=O | -0.1 | -13 | -0.3 | 2 | -1 | -4 | -2 | 7 | -16
COc1ccccc1OCC(=O)NNC(=S)NC(=O)c1ccco1 | -0.5 | -7 | 0.1 | 1 | -1 | 6 | 3 | -2 | -22
CCCC1(c2ccccc2)NC(=O)N(CC(=O)N2CC(=O)Nc3ccccc32)C1=O (stereo not drawn) | 0.1 | 11 | 0.1 | 2 | 2 | 17 | -4 | -3 | -12
O=C(Nc1ccc(N2CCOCC2)cc1)C1=NN(c2ccccc2)C(=O)CC1 | 0.0 | -9 | -0.9 | 1 | 2 | 11 | -2 | 0 | 0
CCSc1nc2sc3c(c2c(=O)n1-c1ccccc1C)CCN(C)C3 | 0.7 | -19 | 1.0 | -1 | 2 | 8 | 1 | 26 | -27
COc1ccc(-c2ccnc3nc(N4CCN(c5ccccc5)CC4)nn23)cc1 | -0.3 | 2 | -0.4 | 4 | 1 | -3 | 3 | -8 | -17
O=C(CNCC(=O)Nc1ccc(F)c(F)c1F)Nc1ccc(F)c(F)c1F | 0.1 | 4 | 0.0 | -5 | 2 | -8 | -3 | -3 | -25
CCOC(=O)C1=C(CCc2ccccc2)NC(=O)NC1c1cccc([N+](=O)[O-])c1 (stereo not drawn) | 2.9 | x | -0.5 | 10 | 5 | 1 | -2 | 1 | -2
O=S(=O)(NCCc1ccccn1)c1cccs1 | 1.8 | -2 | 0.8 | -3 | 2 | 0 | -3 | -7 | -18
CN1C(=O)/C(=C/c2ccco2)SC1=Nc1ccc(N2CCOCC2)cc1 | 0.1 | 6 | -0.3 | 3 | -2 | 11 | 4 | -2 | 8
O=C(Oc1ccccc1C(=O)Oc1ccccc1)c1cccnc1 | -0.4 | -3 | -0.1 | 3 | 1 | 10 | 1 | -3 | -16
CCS(=O)(=O)c1cc([N+](=O)[O-])c(Sc2ccccc2N)s1 | -0.9 | -21 | 0.6 | -3 | 0 | 11 | -1 | 10 | 18
Cc1cc(NC2CCCCC2)nc(N2CCOCC2)n1 | 0.2 | -26 | 0.7 | 6 | 0 | -4 | -1 | 17 | 11
O=S(=O)(NC1CCN(Cc2ccccc2)CC1)c1ccc2ccccc2c1 | 0.5 | -37 | -7.3 | 4 | 14 | -1 | -2 | -22 | -9
O=c1onc(-c2ccc(Cl)cc2Cl)n1-c1cccnc1 | 0.7 | -10 | 0.4 | 1 | 8 | 12 | -11 | -10 | 5
CN(C)c1nc(N(C)C)n(C(=O)c2ccc(F)cc2)n1 | 0.0 | 12 | x | -4 | 4 | x | -4 | -33* | x
CCC(=O)N1CCN(c2ccc(NC(=O)COc3ccccc3Cl)cc2)CC1 | 1.0 | -8 | 0.2 | 0 | 9 | 22 | -3 | -4 | -13
Cc1c(C(=O)OCC(=O)Nc2ccc(C(=O)N(C)C)cc2)oc2ccccc12 | 0.6 | -6 | 0.1 | -3 | 2 | 11 | -1 | -4 | -5

Copied from the list.
Value of `O=C(Nc1ccc(N2CCOCC2)cc1)C1=NN(c2ccccc2)C(=O)CC1` in D1 antag: 0
Value of `Cc1ccc(C(=O)N/N=C\c2sccc2C)cn1` in D2 agonist: 2.0
Value of `COc1ccccc1OCC(=O)NNC(=S)NC(=O)c1ccco1` in D2 agonist: 0.1
Value of `CC(C(=O)Nc1cccc([N+](=O)[O-])c1)n1nnc2ccccc21` (stereo not drawn) in TRHR enhancer: -3
Value of `CCC(C)C(NC(=O)c1ccccc1NC(=O)c1ccco1)C(=O)O` (stereo not drawn) in D2 antag: -3
Value of `CCCCn1c(=O)[nH]c(=O)c2c1nc(-c1ccc(OCCC)c(OCC)c1)n2C` in D2 PAM: -9
Value of `NC(=S)N/N=C\c1ccc(-c2cccc(Cl)c2Cl)o1` in D1 ag: 6
